F508del corr – CFTR F508del correction in bronchial cells; activity (quench increase), % at 7.58 µM; CFBE cells, YFP halide quenching; stimulated with forskolin plus potentiator P3; % fluorescence drop versus neutral controls; actives 0.36% (n = 350,000);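 active = mean added fluorescence quench of at least 8% versus neutral control, with both replicates also reaching 8%; inconclusive = only one of the mean or replicate conditions met; inactive = mean below 8% and not both replicates reaching 8%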;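 note: cells transiently co-express mutant CFTR-F508del with the halide-sensitive YFP; corrector assay measuring rescue of mutant channel to the surface after 24 h compound exposure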
RAD52 inh – blocks human RAD52 DNA annealing; recombinant RAD52 DNA annealing, FRET fluorescence; P43351; inhibition, % at 18.7 µM; actives 0.46% (n = 360,000); AID 651710;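 active = every replicate showing at least 50% inhibition; inconclusive = mean inhibition at least 50% but not in every replicate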
Target sequence (P43351 whole entry, looked up): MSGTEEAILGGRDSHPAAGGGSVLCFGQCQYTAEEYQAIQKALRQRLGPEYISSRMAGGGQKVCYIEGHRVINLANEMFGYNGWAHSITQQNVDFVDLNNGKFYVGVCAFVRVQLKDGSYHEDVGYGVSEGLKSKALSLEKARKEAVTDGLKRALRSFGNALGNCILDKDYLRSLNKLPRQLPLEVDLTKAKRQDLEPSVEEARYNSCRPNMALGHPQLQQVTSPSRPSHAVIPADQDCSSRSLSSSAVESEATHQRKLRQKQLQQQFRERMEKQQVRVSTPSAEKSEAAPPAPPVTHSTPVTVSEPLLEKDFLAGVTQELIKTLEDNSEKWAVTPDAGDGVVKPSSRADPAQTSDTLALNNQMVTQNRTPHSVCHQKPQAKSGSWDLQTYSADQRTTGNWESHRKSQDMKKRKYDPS
Xi reactivation – activators of X-chromosome reactivation in mouse fibroblasts. XiGFP mouse fibroblasts, % GFP-positive cells imaging, 3 d; cells co-treated with 5-aza-dC sensitizer; scaled so ellipticine positive control = 100%. actives 0.055% (n = 360,000). AID 743238. activation, % at 7.58 µM;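 active = mean normalized replicate activation at least 10% and every replicate at or above 10%; inconclusive = only one of the two criteria met; inactive = mean below 10% and not all replicates reach 10%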;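 note: 0% = median of on-plate neutral control wells and 100% = ellipticine 6 µM median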
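System: SV40-immortalized XiGFP fibroblast cells, line 68-5-11 / Incubation: 3-day compound exposure, then 15 min fixation at room temperature / Compound: single concentration per compound, delivered by pin transfer / Buffer or medium: DMEM plus 5-aza-dC sensitizer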
GSIS activator – primary screen for activators of insulin secretion dependent on glucose, INS-1E cells, GLuc reporter luminescence | actives 0.61% (n = 370,000) | activation, % at 16.6 µM | INS-1E GLuc reporter insulin secretion, 2-3 h;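 active = lowest replicate activation of at least 40%, so every replicate reaches that level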;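 note: 0% = median of neutral control wells and 100% = median of IBMX positive control wells; some compounds called inactive have numbers as strong as hits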
CASP6 VEID inh – inhibitors of human caspase-6; P55212; purified caspase-6, Z-VEID-R110 cleavage fluorescence; inhibition, % at 12.5 µM; actives 0.53% (n = 350,000);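 active = mean inhibition across replicates at least about 35%, with every replicate also reaching that limit, limit read from the data; inconclusive = only one of the two criteria met; inactive = neither criterion met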;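 note: 0% = median of neutral control wells and 100% = no fluorescence left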
DENV2 CPE rescue – protects cells from dengue virus 2 cytopathic effect. DENV2-infected cells, cytopathic effect rescue, plate reader. CPE inhibition, % at 9.99 µM. actives 1.7% (n = 350,000); in the data active = CPE inhibition above about 20%, passing the limit was not always enough; inconclusive = no clear call, values can overlap the other calls; tested in BHK-21 cells;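 note: 0% = median of neutral control wells and 100% = median of positive control wells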
E-selectin induc – induces E-selectin expression in human endothelial cells; HUVEC E-selectin immunofluorescence imaging; normalized: neutral wells 0, TNF-alpha wells 100; activation, % at 7.58 µM; actives 0.37% (n = 260,000); AID 686992;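 active = mean E-selectin-positive cell signal at least 10% of the positive control, reached in at least 60% of replicates, without over 20% cell loss; inconclusive = no rule given, readout overlaps actives, possibly toxicity-flagged; inactive = the rest, including those meeting only one limit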;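 note: in these data hits start at about 27%; measured in HUVEC primary endothelial cells; signal is the percent of cells scored E-selectin positive by PE staining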
Target sequence (P16581 whole entry, looked up): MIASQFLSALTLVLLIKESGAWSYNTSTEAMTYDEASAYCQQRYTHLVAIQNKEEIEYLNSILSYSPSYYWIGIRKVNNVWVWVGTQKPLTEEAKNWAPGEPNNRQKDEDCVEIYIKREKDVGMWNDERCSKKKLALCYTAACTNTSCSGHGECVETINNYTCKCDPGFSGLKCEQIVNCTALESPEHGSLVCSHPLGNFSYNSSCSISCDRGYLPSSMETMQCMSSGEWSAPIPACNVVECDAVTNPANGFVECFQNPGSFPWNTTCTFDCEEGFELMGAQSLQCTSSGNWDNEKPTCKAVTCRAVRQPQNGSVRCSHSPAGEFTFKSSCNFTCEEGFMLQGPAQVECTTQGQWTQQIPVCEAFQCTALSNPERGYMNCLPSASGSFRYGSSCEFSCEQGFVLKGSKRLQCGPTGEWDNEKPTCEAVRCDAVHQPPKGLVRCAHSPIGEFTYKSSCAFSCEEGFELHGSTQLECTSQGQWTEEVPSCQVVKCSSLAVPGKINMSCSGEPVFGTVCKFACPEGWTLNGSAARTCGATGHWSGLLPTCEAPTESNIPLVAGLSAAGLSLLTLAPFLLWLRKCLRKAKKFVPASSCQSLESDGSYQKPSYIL
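Material: HUVEC primary endothelial cells; Amount: 3,000 cells per well; Dosing: single concentration; Medium: EGM-2 growth medium on 0.1% gelatin-coated wells; Read-out basis: percent E-selectin-positive cells; Signal: immunofluorescence imaging; Control set: TNF-alpha, DMSO.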
RAD54 inh – RAD54 (human) branch migration inhibition; AID 602329; inhibition, % at 10.4 µM; actives 0.14% (n = 360,000); RAD54 Holliday junction branch migration, FAM/BHQ fluorescence;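 active = mean normalized replicate activity at least 40 and at least half of replicates scoring 40 or more; inconclusive = only one of the two criteria met; inactive = mean below 40 and under half of replicates reaching 40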;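 note: 0% = median of neutral control wells and 100% = median of positive control wells; inhibitors cause a drop in the FAM fluorescence signal; in these data hits start at about 50%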
Starred values were filed as active, the others as inactive; ? = inconclusive; . = no result given; & = joins results of further samples.

SMILES | F508del corr | RAD52 inh | Xi reactivation | GSIS activator | CASP6 VEID inh | DENV2 CPE rescue | E-selectin induc | RAD54 inh
Cc1ccccc1CC(=O)N1CCN(S(=O)(=O)c2cccs2)CC1 | 1.2 | -5 | 0.0 | 25 | 1 | ? | 0.1 | 0
C[C@H](CO)N1C[C@H](C)[C@H](CN(C)Cc2ccc3c(c2)OCO3)OCCCC[C@H](C)Oc2ccc(NS(C)(=O)=O)cc2C1=O | -1.9 | 12 | 0.0 | 19 | 0 | . | -0.1 | 2
CCOC(=O)C1CCCN(C(=O)c2sc3nc(-c4ccc(OC)cc4)cn3c2C)C1 (stereo not given) | . | -16 | . | -15 | 2 | . | . | 9
COc1ccc(OC)c(CNc2ncc(-c3ccc(F)cc3)n2C)c1 | 1.6 | -8 | 0.0 | -16 | -2 | 7 | 0.0 | 6
CCc1nc2ccc(C(=O)Nc3ccc4c(c3)OCC(=O)N4)cn2c1N(CC)Cc1cccc(Br)c1 | 2.0 | -30 | 0.0 | 5 | -2 | 1 | -0.1 | -1
Nc1ccc(Oc2ncccn2)c(Cl)c1 | -2.0 | -5 | 0.0 | -5 | 2 | -7 | 0.8 | 4
COC(=O)c1cccc(NC(=O)NC(=O)c2ccccc2Cl)c1 | 3.1 | -16 | -0.1 | 0 | 2 | -3 | . | .
CCc1nnc2c(NCCc3ccc(OC)c(OC)c3)nc3ccccc3n12 | 0.3 | 0 | 0.0 | 3 | -1 | 0 | 0.1 | 1
Cc1ccc(S(=O)(=O)N2CCC(C(=O)NCCCOC(C)C)CC2)cc1 | 2.4 | -3 | . | 0 | 2 | . | . | 8
Oc1c(Br)cc(Br)cc1C=Nc1cccc2ncccc12 | -2.7 | -12 | 1.1 | -5 | 15 | -1 | 0.8 | -2
COc1ccc(-c2csc(N3CCN(Cc4ccc5c(c4)OCO5)CC3)n2)cc1 | 0.1 | -21 | . | -1 | -1 | -6 | . | -13
CN(CC(=O)NCCc1ccc(F)cc1)Cc1ccccc1 | -2.3 | -4 | 0.2 | -2 | -2 | 7 | . | 3
CCC1(C)Cc2c(C#N)c(N)n(-c3ccccc3)c(=S)c2CO1 (stereo not given) | 0.1 | -12 | 0.2 | -2 | 36* | -5 | -0.2 | -8
COc1ccccc1-c1nnn(C/C(N)=N/O)n1 | . | 2 | 0.0 | 37 | -2 | 6 | -3.0 | .
C[C@H](CO)N1C[C@H](C)[C@H](CN(C)S(=O)(=O)c2cccc(F)c2)OCc2ccccc2-c2c(n(C)c3ccccc23)C1=O | -0.3&-0.9 | 2&2 | 0.2&0.0 | -13&14 | -2&2 | 1&13 | -0.8 | 0
O=[N+]([O-])c1ccc(COc2ccc(CN3CCCCC3)cc2)cc1 | -0.7 | -13 | 0.1 | 17 | -2 | -2 | ? | 4
O=C(COC(=O)c1ccc([N+](=O)[O-])cc1Cl)Nc1cccnc1Cl | -0.6 | -3 | 0.0 | 6 | 1 | ? | -0.7 | 4
COc1ccc(S(=O)(=O)N2CCCCC2)cc1NS(=O)(=O)c1ccccc1F | 1.6 | -4 | 0.2 | -4 | -1 | 2 | 3.7 | -2
O=C(C1CCC1)N1C[C@@H]2N[C@H](C1)C2c1ccc(-c2cncnc2)cc1 (stereo not given in full) | -0.3 | 18 | 0.0 | -2 | -3 | 11 | -0.1 | .
O=C(NN=C1CCN(Cc2ccccc2)CC1)C(O)c1ccccc1 (stereo not given) | . | 1 | 0.4 | -4 | -2 | -1 | -2.9 | .
CCOc1ccc(OCC(=O)OCc2csc(CC(=O)Nc3ccccc3C)n2)cc1 | 1.3 | -24 | -0.1 | -2 | 2 | -10 | -0.9 | .
COc1ccc(C(CNC(=O)c2c(C)nn(Cc3ccccc3)c2Cl)N2CCOCC2)cc1 (stereo not given) | 0.6 | -16 | 0.1 | -24 | -3 | 14 | 2.3 | -2
C[C@@H]1CN([C@H](C)CO)C(=O)c2cc(NS(C)(=O)=O)ccc2O[C@H]1CN(C)C | 0.2 | 28 | 0.0 | 15 | 4 | 4 | -0.1 | -2
C[C@H](CO)N1C[C@H](C)[C@@H](CN(C)C(=O)Nc2cccc(F)c2)Oc2cc(/C=C/c3ccccc3)ccc2S1(=O)=O | -2.7 | -4 | -0.5 | -8 | 1 | -4 | 0.4 | 0
C[C@@H]1CN([C@@H](C)CO)C(=O)c2cc(NS(=O)(=O)c3ccc(F)cc3)ccc2O[C@@H]1CN(C)Cc1ccc(-c2ccccc2)cc1 | 0.0 | 2 | -0.1 | -28 | 1 | -5 | 0.2 | -16
CC(=O)Nc1ccc2c(c1)C(=O)N(C)[C@@H]1CC[C@H](CC(=O)NCC3CCCCC3)O[C@H]1CO2 | -1.6 | . | 0.2 | -3 | . | 5 | 0.1 | -3
CCN(CC)CCCNC(=O)c1ccc2c(Cl)c3c(nc2c1)CCCC3 | -2.1 | 7 | 0.4 | -1 | -6 | 3 | . | .
N#Cc1cccc(-c2ccc([C@@H]3[C@@H](CO)N4CCCCN(Cc5ccccc5F)C[C@@H]34)cc2)c1 | -3.9 | 12 | 0.1 | -17 | 0 | -2 | 0.3 | 10
CC1=[N+](C)c2ccc3ccccc3c2C1(C)C | 3.0 | -28 | 1.1 | -4 | -2 | ? | 196* | .
CCCNC(=O)N(C)C[C@H]1Oc2cc(C#CCC(C)C)ccc2S(=O)(=O)N([C@H](C)CO)C[C@H]1C | 0.1 | 7 | -0.7 | 10 | 0 | -1 | 0.1 | 4
Cc1ccc(S(=O)(=O)CC(=O)Nc2nnc(C)s2)cc1 | 2.6 | -12 | 0.2 | 7 | 1 | 0 | . | -1
CCC(=O)N(C)C[C@@H]1Oc2cc(-c3cccc(C#N)c3)ccc2S(=O)(=O)N([C@H](C)CO)C[C@@H]1C | 0.1 | -6 | 0.0 | 13 | 0 | -8 | -0.5 | 2
CCN1C[C@@H]2[C@@H]3C(=O)N(Cc4ccccc4)C(=O)[C@@H]3[C@](C)(C1=O)N2C(=O)c1ccc(Br)cc1 | 2.0 | -6 | -0.3 | -3 | -1 | -6 | -0.1 | -4
Cc1ccc(S(=O)(=O)N2CCCCC2)cc1NC(=O)C1CC1 | -0.1 | -11 | 0.0 | -2 | 2 | -3 | . | -10
O=c1[nH]c(N2CCOCC2)cc2ccccc12 | 2.0 | 0 | -0.1 | 6 | 96* | 4 | 0.1 | -1
C[C@@H]1CN([C@H](C)CO)C(=O)c2cc(NC(=O)C3CCCCC3)ccc2O[C@@H]1CN(C)C(=O)Nc1ccc2c(c1)OCO2 | -0.4 | 3 | 0.3 | -9 | 2 | -4 | -5.3 | -1
O=C(C[C@H]1CC[C@H]2[C@@H](COC[C@@H](O)CN2Cc2ccccc2F)O1)NCc1ccccc1F | 1.7 | -7 | -0.2 | 12 | 0 | 16 | 0.1 | 0
O=C(CCN1CCCCC1)NCC[C@H]1CC[C@H](NC(=O)Nc2ccc(Cl)cc2)[C@@H](CO)O1 | 0.5 | 18 | 0.0 | 0 | -1 | ? | -0.1 | -9
COc1ccc([N+](=O)[O-])cc1NC(=S)NC(NC(C)=O)C(Cl)(Cl)Cl (stereo not given) | 1.9 | -13 | 0.1 | 7 | 0 | 5 | . | 5
CC(C)(ONC(=O)Nc1ccccc1Cl)C(=O)O | -0.8 | -3 | 0.1 | 11 | 1 | -4 | 8.7 | .

Two entries from above, with values under each structure.
The line under a structure holds: F508del corr | RAD52 inh | Xi reactivation | GSIS activator | CASP6 VEID inh | DENV2 CPE rescue | E-selectin induc | RAD54 inh
Cc1ccc(S(=O)(=O)N2CCCCC2)cc1NC(=O)C1CC1
→ -0.1 | -11 | 0.0 | -2 | 2 | -3 | . | -10
O=c1[nH]c(N2CCOCC2)cc2ccccc12
→ 2.0 | 0 | -0.1 | 6 | 96* | 4 | 0.1 | -1

Following part:
SMILES | F508del corr | RAD52 inh | Xi reactivation | GSIS activator | CASP6 VEID inh | DENV2 CPE rescue | E-selectin induc | RAD54 inh
O=C(O)CCC(C(=O)O)N1C(=O)C2C3CCC(C3)C2C1=O (stereo not given) | -5.1 | -6 | 0.0 | 1 | 12 | -1 | -0.1 | 0
CCCNC(=O)C1CN(C(=O)c2nn(Cc3ccccc3)c(=O)c3ccccc23)c2ccccc2O1 (stereo not given) | 4.2 | -13 | 0.1 | -9 | -1 | -2 | . | -4
O=C(NC1CCCC1)c1n[nH]c2ccccc12 | 0.5 | -6 | 0.3 | 10 | -3 | -3 | . | 12
COCC(=O)N1CC(=O)N2[C@H](C1)[C@@H](c1ccc(C#CCc3ccccc3)cc1)[C@@H]2CO | -3.6 | 0 | 0.3 | -8 | 5 | ? | -0.4 | .
O=C(O)c1cc2c(cc1Cl)N1CCCCCC1=NS2(=O)=O | -3.0 | 4 | 0.3 | 1 | 2 | 7 | . | .
O=S(=O)(CCN1CCSCC1)c1ccc(Cl)cc1 | -2.1 | 6 | 0.2 | 8 | 1 | 4 | 0.6 | -4
O=C(C[C@@H]1C[C@H]2c3cc(NC(=O)CC4CC4)ccc3O[C@H]2[C@@H](CO)O1)NCC(F)(F)F | 4.2 | 2 | 0.0 | 10 | -2 | 6 | -0.5 | -6
Cc1ccc(NC(=O)C2(C)CCN2C(=O)C2CCCCC2)cc1C (stereo not given) | -1.2 | 6 | -0.1 | . | 3 | -3 | 0.1 | -17
CCCNC(=O)C[C@@H]1CC[C@H]2[C@H](COc3ccc(NC(=O)Nc4ccccc4F)cc3C(=O)N2C)O1 | -0.6 | 12 | 0.2 | 4 | 3 | -8 | 0.1 | 2
Cn1c(NC(=O)C(C)(C)Oc2ccc(Cl)cc2)cc(=O)n(C)c1=O | 0.7 | 0 | 0.2 | -13 | 0 | 11 | 0.4 | -8
O=C(NCCOc1ccc(F)cc1)C1CCC(=O)N(CCN2CCOCC2)C1 (stereo not given) | 3.3 | 5 | 0.0 | 12 | -7 | 7 | . | -7
CCN1CCN(c2ccc(NC(=O)c3cccc4ncccc34)cc2)CC1 | . | 13 | . | 2 | -38 | . | . | 6
CCN(CC)S(=O)(=O)c1ccc(NC(=O)c2cc(=O)[nH]c3ccccc23)cc1 | 0.2 | -7 | 1.2 | 7 | 0 | -2 | -0.5 | .
COc1cccc(NC(=S)N2CCN(C(c3ccccc3)c3ccccc3)CC2)c1 | -5.4 | -5 | -0.1 | -4 | -3 | 1 | -1.1 | 4
COc1ccc(Cl)cc1-c1noc([C@@H]2O[C@H](CO)[C@H](O)[C@H](O)[C@H]2O)n1 | 4.6 | -5 | 0.2 | . | . | 9 | -0.1 | 3
COc1cccc2c1cc1c(=O)n(CC(=O)N3CCC(C)CC3)nc(C)n12 | -0.2 | 3 | 1.7 | -1 | -2 | 6 | . | -12
O=C(CNC(=O)c1cc(=O)[nH]c2ccccc12)Nc1ccc(F)c(F)c1 | 1.1 | -20 | 0.0 | 3 | 10 | 0 | 5.2 | .
Cc1ccc(/C=[N+](\[O-])c2ccc(N(C)C)cc2)c2nsnc12 | 1.4 | -10 | 0.1 | 9 | . | -3 | -1.0 | .
Cc1ccc2[nH]c(O)c(N=NC(N)=S)c2c1 | 0.1 | 6 | 1.0 | 6 | 2 | -1 | -0.2 | -6
O=C(Nc1ccc2c(c1)[C@@H]1C[C@@H](CC(=O)N3CCOCC3)O[C@H](CO)[C@@H]1O2)c1cccnc1 | 3.4 | -11 | 0.2 | -5 | . | ? | -0.1 | -6
